Screening data (PubChem BioAssay)
Rev-erbA mod = modulators of human Rev-erb alpha DNA binding; Rev-erbα–FITC-DNA binding, fluorescence polarization, 90 min; activity, % at 10 µM; hit rate 0.79% among 370,000;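 active means activity above about 14%, limit read from the data; passing the limit was not always enough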;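 further: 0% = DMSO wells with 35 nM protein and 100% = DMSO wells with 750 nM protein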
ASAP1 inh = ASAP1 ArfGAP inhibition | Q9ULH1 | ASAP1-stimulated ARF1 GTP hydrolysis, GDP FP detection | inhibition, % at 16.5 µM | hit rate 0.19% among 360,000 | AID 624377; in the data active means inhibition above about 25%;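 further: 0% = vehicle with enzyme and substrate and 100% = no enzyme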
Target sequence (Q9ULH1 325-724 limits assumed): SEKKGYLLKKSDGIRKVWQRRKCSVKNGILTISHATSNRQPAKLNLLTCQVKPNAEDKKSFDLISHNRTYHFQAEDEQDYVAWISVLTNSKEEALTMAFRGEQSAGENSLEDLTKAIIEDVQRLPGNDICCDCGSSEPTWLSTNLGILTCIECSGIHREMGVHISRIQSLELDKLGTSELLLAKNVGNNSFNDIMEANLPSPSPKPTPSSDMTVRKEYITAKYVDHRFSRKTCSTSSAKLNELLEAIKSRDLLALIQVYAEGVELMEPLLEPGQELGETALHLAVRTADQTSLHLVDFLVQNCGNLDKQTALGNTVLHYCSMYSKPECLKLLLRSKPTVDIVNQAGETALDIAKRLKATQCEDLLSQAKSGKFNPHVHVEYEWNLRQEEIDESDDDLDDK
Tn6 DDE FP = inhibitors of Tn6 peptide binding to human fibrin DD(E) | hit rate 0.21% among 370,000 | inhibition, % at 8.3 µM | Fibrin DD(E) TRITC-Tn6 fluorescence polarization displacement | P02675;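 active means inhibition above a per-campaign cutoff: mean of compounds within control limits plus 3 SD, cut at about 15% in these data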;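 further: 0% = median of all compound wells on the plate and 100% = blocking peptide control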
Target sequence (P02675 whole entry, looked up): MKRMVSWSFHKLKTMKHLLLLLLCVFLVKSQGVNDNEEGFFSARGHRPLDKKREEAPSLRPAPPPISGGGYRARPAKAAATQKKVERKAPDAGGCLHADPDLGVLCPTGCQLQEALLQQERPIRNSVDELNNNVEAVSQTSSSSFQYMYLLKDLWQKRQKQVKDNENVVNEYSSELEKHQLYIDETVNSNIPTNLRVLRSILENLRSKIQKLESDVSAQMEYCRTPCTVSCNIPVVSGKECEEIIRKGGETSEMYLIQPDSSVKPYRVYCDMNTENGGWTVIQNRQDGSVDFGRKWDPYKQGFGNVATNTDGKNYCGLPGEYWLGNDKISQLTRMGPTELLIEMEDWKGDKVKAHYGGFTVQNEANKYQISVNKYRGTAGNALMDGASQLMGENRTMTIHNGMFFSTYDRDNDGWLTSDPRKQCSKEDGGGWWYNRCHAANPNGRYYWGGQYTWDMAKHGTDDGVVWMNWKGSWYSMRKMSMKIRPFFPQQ
PLC-beta3 inh = blocks human PLC-beta3 enzyme activity; hit rate 0.18% among 370,000; inhibition, % at 12.2 µM; AID 720704; Q01970; Purified PLC-beta3, fluorogenic substrate, fluorescence; in the data active means inhibition above about 11%;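 further: 0% = median of compound wells on plate and 100% = full blocker control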
ARFGAP1 inh = rat ARFGAP1 inhibition; Q62848; Arfgap1-stimulated ARF1 GTP hydrolysis, GDP FP detection; inhibition, % at 16.5 µM; hit rate 0.26% among 360,000;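 active means inhibition above a per-plate limit, mean inhibition of low control wells plus 3 SD, cut at about 25% in these data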;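 further: 0% = DMSO wells with enzyme and 100% = wells lacking Arfgap1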
Target sequence (Q62848 1-136 limits assumed): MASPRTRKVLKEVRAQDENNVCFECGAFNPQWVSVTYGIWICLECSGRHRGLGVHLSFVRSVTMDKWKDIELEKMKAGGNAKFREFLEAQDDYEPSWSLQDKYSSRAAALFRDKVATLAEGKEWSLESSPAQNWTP
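Assay system: Rat Arfgap1 GAP domain (His6, aa 1-136), purified enzyme | Buffer or medium: HEPES 25 mM pH 7.5, NaCl 150 mM, MgCl2, DTT | Schedule: GTP hydrolysis reaction 2 h at 25 °C | Signal: FP of antibody-bound GDP Alexa 633 tracer, ex 620/em 688 nm | Measure: Percent inhibition of Arfgap1-stimulated GTP hydrolysis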
proKLK7 act = activators of human kallikrein-7 zymogen. purified proKLK7, EDANS-DABCYL substrate fluorescence; 100% is mature enzyme control, 0% vehicle. activation, % at 7 µM. hit rate 0.9% among 370,000. AID 652039;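 active means activation above the mean of all tested compounds plus 3 SD, computed per campaign excluding outliers beyond control limits, cut at about 13% in these data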
UHRF1 MBD2 ctr = UHRF1 methyl-DNA binding inhibition | Q96T88 | inhibition, % at 4.4 µM | hit rate 0.75% among 370,000 | UHRF1 binding to methylated oligo, TR-FRET; in the data active means inhibition above about 21%;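 further: UHRF1 SRA domain binding a hemimethylated CpG hairpin DNA probe; 0% = median of test compound wells and 100% = reference inhibitor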
sPLA2-III inh = Inhibits HGIII-sPLA2 liposome hydrolysis, primary screen. Q9NZ20. QFRET BODIPY PC-A2 liposome hydrolysis, fluorescence. inhibition, % at 12.2 µM. hit rate 0.56% among 370,000;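 active means inhibition above mean plus 3 SD of compounds lying within the high and low control bounds, cut at about 19% in these data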;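 further: 0% = median of test compound wells and 100% = no enzyme DMSO wells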
DDE Tn7 FP inh = DD(E)-Tn7 binding inhibition, primary FP screen | P02675 | FP displacement of FITC-Tn7 peptide from fibrin DD(E); 0% = median of compound wells per plate | inhibition, % at 8.3 µM | hit rate 0.13% among 370,000 | AID 720508;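 active means inhibition above the mean of compounds falling within the control limits plus 3 SD of them, cut at about 14% in these data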;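 further: 0% = plate median of compound wells and 100% = 10 µM Aha-Tn7 peptide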
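Assay system: Human fibrin DD(E) protein | Medium: Tris buffer with calcium and detergent, pH 7.8 | Reagent: 0.1 µM fluorescent Tn7 | Compound dosing: Single point at 8.3 µM | Times: 10 min preincubation, 3 h with tracer, room temperature | Detection: Fluorescence polarization of the labelled Tn7 tracer | Controls: Aha-Tn7 high control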
PLCg1 inh = inhibitors of human phospholipase C gamma1. inhibition, % at 12.2 µM. purified PLC-gamma1, fluorogenic substrate, fluorescence. P19174. hit rate 0.84% among 370,000; in the data active means inhibition above about 9.5%
* = called active by the depositor; nt = not tested or not shown. No enrichment for hits; any-hit rate near 4.5%.

SMILES | Rev-erbA mod | ASAP1 inh | Tn6 DDE FP | PLC-beta3 inh | ARFGAP1 inh | proKLK7 act | UHRF1 MBD2 ctr | sPLA2-III inh | DDE Tn7 FP inh | PLCg1 inh
CS(=O)(=O)c1nc(S(=O)(=O)c2ccc(Cl)cc2)c(N2CCOCC2)s1 | 7 | -1 | -7 | -7 | 10 | 0.0 | 6 | 8 | 1 | 3
O=C1C=C(c2ccc3c(c2)OCO3)CCC1 | -6 | -8 | 3 | -95 | -4 | 0.3 | -4 | -4 | 1 | -58
O=c1c2ccccc2nnn1CSc1ccc2c(c1)OCCO2 | -6 | -2 | 1 | -1 | 11 | -0.3 | -1 | 1 | 3 | -1
Cc1cc(C(=O)NNC(=S)Nc2cccc(C(F)(F)F)c2)nn1C | -1 | 13 | -6 | -7 | 5 | 0.0 | -4 | 47* | 2 | 3
S=c1[nH]nc(-c2ccc3ccccc3n2)n1-c1ccc2ncccc2c1 | 7 | -1 | -9 | -44 | 0 | -0.7 | -2 | 15 | -5 | -33
O=C(C[C@@H]1C/C=C\C[C@@H](Cc2ccc(F)cc2)C(=O)OC[C@H]2CCCN2C1=O)N[C@H](CO)Cc1ccccc1 | 7 | 0 | 1 | 1 | 0 | -0.2 | -2 | -17 | 1 | -1
O=C(c1ccco1)N1CCCC(c2nc3c(nnn3Cc3ccc(Cl)cc3Cl)c(=O)[nH]2)C1 (stereo not given) | 2 | -4 | -12 | -5 | -9 | 1.0 | -1 | -26 | 6 | 0
COc1ccc(S(=O)(=O)N(C)C)cc1NC(=O)c1ccc(OCC(=O)N2CCOCC2)c(OC)c1 | -2 | 19 | 0 | 0 | 3 | -0.2 | 0 | 9 | -1 | 3
O=C(Nc1ccccc1-c1ccccc1)c1ccccc1Br | -2 | 10 | 0 | -4 | -13 | 0.3 | 0 | 2 | -1 | 0
CCOC(=O)c1ccc(NC(=O)c2ncn3c2C(=O)NC[C@@H]3C)cc1 | 5 | -4 | -5 | 0 | -1 | 0.0 | -4 | -10 | -4 | 2
Cc1cc(C)cc(C(O)c2ncc(-c3cccc(C(F)(F)F)c3)[nH]2)c1 (stereo not given) | 5 | 7 | 6 | 3 | 5 | -0.5 | -1 | -5 | -5 | -1
O=C1Nc2ccccc2C1=Nc1ccc(S(=O)(=O)Nc2nccs2)cc1 | 1 | 7 | -1 | -5 | 2 | 0.3 | -11 | -1 | 12 | 1
O=C(NCCc1cccs1)C1CC1 | 2 | 1 | 1 | -2 | 8 | -0.4 | -2 | -4 | -4 | 5
Cc1c(Cl)cccc1NC(=O)Cn1nnc(C(=O)NCc2cccs2)c1N | -4 | 9 | -5 | 2 | 6 | 0.1 | -3 | -3 | -4 | 3
CS(=O)(=O)N1CCCC(C(=O)Nc2ccc3c(c2)OCCO3)C1 (stereo not given) | 6 | -9 | 5 | 4 | -4 | -0.5 | -1 | 0 | 3 | -1
CCCn1c(N)c(C(=O)CSc2nnc(-c3ccco3)n2Cc2ccccc2)c(=O)[nH]c1=O | -6 | 12 | -2 | 1 | -10 | -0.1 | -3 | -6 | -1 | -1
O=C(CSc1ccc(F)cc1)NNC(=O)c1ccccc1Br | 2 | 3 | 1 | -2 | 1 | -0.2 | -3 | -4 | 2 | 5
C=CCN1C(c2ccccc2)=CS/C1=C(\C#N)c1nnc2n1CCCCC2 | -4 | 4 | -2 | 1 | 10 | -1.6 | 4 | 4 | 8 | -2
O=C(CSc1nn(-c2ccc(F)cc2)c(=S)s1)NC1CCS(=O)(=O)C1 (stereo not given) | -5 | -6 | 2 | -5 | -4 | 0.4 | 0 | -2 | -3 | 0
COC(=O)c1[nH]c2ccc(Br)cc2c1NC(=O)Oc1ccccc1 | 0 | 7 | 6 | -8 | 13 | 2.2 | -4 | -4 | 1 | -6
CC1(C)Cc2c(c(-c3ccco3)nc3n[nH]c(N)c23)CO1 | 4 | -12 | 6 | -13 | -3 | 0.5 | 0 | 0 | -6 | -9
COc1ccc([C@H]2CC(=O)C=C(c3cc(Br)ccc3OC)C2)cc1 | 2 | 5 | 2 | -11 | 8 | -0.4 | -2 | -5 | 8 | -8
CCC(C)(C)NC(=O)C(c1ccccn1)N(C(=O)c1csnn1)c1ccc(C)cc1 (stereo not given) | -4 | 5 | -2 | -5 | 8 | 0.5 | -1 | -2 | -8 | -1
CCN(c1cccc(C)c1)S(=O)(=O)c1ccc2c(c1)NC(=O)CCS2 | 0 | -7 | 4 | -6 | 0 | -0.1 | 0 | -2 | 13 | -1
CCc1nc(SCc2ccc(F)cc2)n[nH]1 | 10 | -8 | 7 | -3 | -3 | -0.2 | 1 | -3 | 1 | 2
c1ccc(OCCCc2nc(-c3ccncc3)no2)cc1 | 1 | 6 | -4 | -3 | -5 | -0.6 | -1 | -4 | 1 | 0
CCN1CCN(c2c(Cl)cccc2NC(=O)c2cc3ccccc3o2)CC1 | 1 | -11 | 10 | -10 | -3 | -0.5 | 3 | 5 | -3 | -8
O=S(=O)(NCCc1ccc(Cl)cc1)c1cccc2cccnc12 | -4 | 12 | 3 | -1 | -5 | -0.1 | 0 | -7 | 1 | -1
CCC1SC(CC)C(=O)N(CC(=O)Nc2ccc3c(c2)OCO3)C1=O (stereo not given) | 3 | 3 | 3 | 1 | -3 | -1.1 | 6 | -2 | 0 | 0
COc1ccc(C(=O)Nc2ccc(C3(C#N)CCCC3)cc2)cc1OC | -11 | -1 | -5 | -2 | 11 | 0.8 | 2 | -8 | 4 | 6

Structures above that bear a hit mark in sPLA2-III inh.
SMILES | Rev-erbA mod | ASAP1 inh | Tn6 DDE FP | PLC-beta3 inh | ARFGAP1 inh | proKLK7 act | UHRF1 MBD2 ctr | sPLA2-III inh | DDE Tn7 FP inh | PLCg1 inh
Cc1cc(C(=O)NNC(=S)Nc2cccc(C(F)(F)F)c2)nn1C | -1 | 13 | -6 | -7 | 5 | 0.0 | -4 | 47* | 2 | 3

The list goes on.
SMILES | Rev-erbA mod | ASAP1 inh | Tn6 DDE FP | PLC-beta3 inh | ARFGAP1 inh | proKLK7 act | UHRF1 MBD2 ctr | sPLA2-III inh | DDE Tn7 FP inh | PLCg1 inh
CCOC(=O)C1CCN(C(=S)NC2CCCC2)CC1 | 2 | 1 | -5 | 2 | -1 | -0.2 | 1 | 7 | -1 | 3
COc1cccc(CNC(=O)CCCC(=O)NC(C)CCc2ccccc2)c1 (stereo not given) | 5 | -6 | -1 | -7 | 0 | 0.4 | 2 | -5 | -8 | 1
Cc1cc(C)c(OCC(=O)Nc2ccc(S(=O)(=O)N3CCCC3)cc2)c(C)c1 | -7 | 1 | -2 | -3 | 4 | 1.2 | 5 | 3 | -5 | -3
CC(C)CCNC(=S)Nc1ccc(Br)cc1 | 1 | -6 | 6 | 1 | 8 | 0.1 | -6 | -5 | -4 | -1
Cc1nnsc1-c1c(C(=O)N2CCOCC2)c(C)nn1-c1ccc(Cl)cc1 | -1 | 9 | 0 | -1 | 6 | 0.1 | 2 | 3 | -4 | 4
CN1CC(=O)N(CC(=O)Nc2cccc(S(=O)(=O)N3CCOCC3)c2)C1=O | 4 | -13 | 3 | 2 | -9 | 0.7 | -1 | -1 | 5 | 2
c1ccc(-c2ccccc2OCCCCN2CCCCC2)cc1 | -6 | 14 | 4 | -1 | 8 | -0.6 | 2 | 12 | 5 | 0
Cc1[nH]c2ccc(C(=O)N3CCN(Cc4ccccc4)CC3)cc2c1C | 3 | -4 | 5 | -2 | -4 | -0.4 | -1 | -22 | 7 | 0
CCOc1ccc(C2C(C#N)=C(N)N(c3sc4c(c3C#N)CCCC4)C3=C2C(=O)CCC3)cc1 (stereo not given) | nt | 2 | -5 | -32 | -2 | 0.3 | -2 | -8 | -9 | -30
CCn1c(C(=O)N2CCCC(C(=O)O)C2)cc2sccc21 (stereo not given) | -1 | 8 | 1 | 3 | 3 | 0.4 | 1 | -1 | 4 | 0
CCn1nc(C(=O)Nc2ccc3c(c2)OCCO3)c2ccccc2c1=O | 0 | -6 | 1 | 2 | 4 | 0.6 | -1 | 2 | 0 | 3
CN(c1ccc(C(=O)N2CCN(c3ccc(F)cc3)CC2)cc1)S(C)(=O)=O | 5 | 2 | 3 | 3 | -3 | -0.1 | -1 | 7 | 2 | 0
CC(OC(=O)Cc1n[nH]c(=O)c2ccccc12)C(=O)Nc1ccc(F)cc1Cl (stereo not given) | -4 | 1 | 6 | -2 | 0 | -0.2 | 3 | 8 | 2 | 1
COc1ccc([N+](=O)[O-])cc1N/C(=N/S(=O)(=O)c1ccccc1)c1ccccc1 | 5 | 3 | 4 | 1 | 2 | -0.1 | 0 | -11 | -2 | -2
Cn1cnnc1Sc1ccc(CN2CCN(C3CCCC3)C(CCO)C2)o1 (stereo not given) | -1 | 13 | -1 | 0 | 7 | -0.4 | -2 | 1 | -2 | -1
CCC(C)Cn1cnc2c(SCc3ccccn3)nc(N)nc21 (stereo not given) | 1 | -19 | 6 | -2 | -3 | 0.3 | 2 | 2 | 9 | -1
Cc1[nH]n(-c2ccc(Br)cc2)c(=O)c1C=Nc1ccc(S(=O)(=O)Nc2nccs2)cc1 | -2 | -8 | 3 | -1 | -13 | -0.4 | -10 | -9 | 1 | -3
Cc1noc(C)c1CSc1nnc(-c2ccccc2F)n1CCc1ccccc1 | -2 | 3 | 3 | 0 | -10 | -0.4 | -2 | -3 | -5 | 3
CC1CCCCN1C(=O)CSc1nnc(-c2cccnc2)o1 (stereo not given) | -4 | 0 | 1 | -6 | -1 | -1.1 | -1 | 2 | 6 | 3
Cc1noc(C)c1S(=O)(=O)Nc1cc(C(F)(F)F)ccc1N1CCOCC1 | 5 | 0 | -9 | -10 | -2 | 0.0 | -1 | 1 | 9 | 0
CCOC(=O)c1cccc(NC(=O)c2cc3ccccc3o2)c1 | 7 | 14 | -5 | -5 | 10 | 0.8 | -2 | -9 | 0 | -5
COc1ccccc1/C=N/Nc1nc(C)cc(=O)[nH]1 | 1 | -2 | 2 | -2 | 8 | 0.0 | 1 | 5 | -5 | 0
O=C(Oc1ccc(-c2cnc3ccccc3n2)cc1)c1cc([N+](=O)[O-])ccc1Cl | -4 | -6 | 6 | -2 | -2 | 0.0 | 0 | 2 | 2 | -4
CC(=O)c1ccc2c3c(cccc13)CC2 | 2 | 7 | 2 | -81 | -5 | -11 | -2 | -4 | 3 | -64
O=C(OCC(=O)N1CCc2ccccc21)[C@@H]1CCCN1S(=O)(=O)c1ccccc1F | -2 | 5 | 8 | -2 | 2 | 0.6 | 1 | 3 | -10 | 7
O=C(Nc1cccc(O)c1)c1cc(-c2ccccc2Cl)on1 | 8 | 7 | -4 | -7 | -1 | 0.2 | -1 | -32 | 5 | -1
